TexasRed autofl = compound fluoresces in the Texas Red spectral region; Compound fluorescence, Texas Red channel, 547/618 nm; stronger effect = higher value; max dye-equivalent concentration, M; hit rate 0.06% among 59,000; in the data active = max dye-equivalent concentration above about 10 nM; inconclusive = between about 1.1 nM and that limit
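Spectral interference profiling: each compound concentration's relative fluorescence, read with a 547 nm excitation and 618 nm emission filter pair, was normalized to a per-plate Texas Red standard curve.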
Rhodamine autofl = compound fluoresces in the rhodamine spectral region; Rhodamine-region fluorescence, 547/598 nm, Tris buffer; stronger effect = higher value; max dye-equivalent concentration, M; hit rate 0.05% among 59,000; AID 594; in the data active = max dye-equivalent concentration above about 11 nM; inconclusive = between about 1.1 nM and that limit
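Compounds in 100 mM Tris buffer, pH 8.0, were incubated 15 min at room temperature, then read at 547 nm excitation and 598 nm emission. Fluorescence was normalized against a per-plate six-point rhodamine standard curve as dye-equivalent concentration.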
Fluorescein fluor = compound fluoresces in the fluorescein spectral region. Compound autofluorescence, 480/540 nm, fluorescein-equivalent; stronger effect = higher value. max fluorescein-equivalent concentration, M. hit rate 0.91% among 59,000; in the data active = max fluorescein-equivalent concentration above about 10 nM; inconclusive = between about 1.1 nM and that limit
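Fluorescein stocks ranging 3 mM down to 300 nM, plus DMSO blanks, were pinned alongside compounds to build a per-plate standard curve. Buffer: 100 mM Tris, pH 8.0. Incubation 15 min, room temperature; filters 480/540 nm.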
Ub-GFP proteasome = proteasome inhibitors stabilizing ubiquitin-GFP reporter. Ubiquitin-GFP reporter cells, proteasome inhibition, GFP fluorescence; response scale: untreated = 0%, 10 µM MG-132 = 100%. Potency, µM (series often up to 45.9 µM), for the others: at the highest dose activation (GFP accumulation), usual class: activators. 67,000 tested, under 10 active. AID 526; active = well fitted activation curve with a large enough effect, not every such curve was filed as active; inconclusive = small, poorly fitted or top-dose-only effect, or another doubt; inactive = no such curve, though single readings can be large or run the other way; also: potency is read from the fitted curve at half-maximal effect
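U2OS cells stably expressing ubiquitin(G76V)-GFP, seeded overnight in 0.5% FBS medium, were exposed to compounds (qHTS, 46 uM to 2.9 nM) for 4 hr at 37 °C. GFP-positive cells were counted by laser cytometry (488 ex/515 em), normalized between basal and 10 uM MG-132.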
HBB splice mod = alters splicing of the hemoglobin beta chain. HBB splicing reporter cell assay, activation; EGFP reporter with mutant IVS2-654 intron; response scale: normalised to 500 nM splice-correcting PNA. Potency, µM (highest dose often 46.1 µM), for inactives: at the highest dose activation, usual class: activators. hit rate 0.06% among 65,000. AID 925; also: potency is read from the fitted curve at half-maximal effect; 0% is about no effect
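HeLa cells stably expressing EGFP interrupted by mutant beta-globin intron 2 (IVS2-654), 500/well in 2% FCS. Treated with compound for 2 days at 37C. Splicing correction scored as total well GFP intensity (488 nm excitation, 500-520 nm emission); 500 nM antisense PNA served as control.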
HADH2 inhib = inhibitors of human HADH2 dehydrogenase. recombinant HADH2, NADH fluorescence, beta-hydroxybutyryl-CoA. hit rate 3.4% among 73,000. Potency, µM (series often up to 57.1 µM), inactives show at the highest dose activity change, negative = inhibition, usual class: inhibitors. AID 886; also: potency is read from the fitted curve at half-maximal effect; % is scaled to controls: 0 for no effect and ±100 for the full control effect; nearly all actives have a fitted effect of over 60% in size; many of its hits are not listed in these tables
Target sequence (Q99714 whole entry, looked up, one chain of several): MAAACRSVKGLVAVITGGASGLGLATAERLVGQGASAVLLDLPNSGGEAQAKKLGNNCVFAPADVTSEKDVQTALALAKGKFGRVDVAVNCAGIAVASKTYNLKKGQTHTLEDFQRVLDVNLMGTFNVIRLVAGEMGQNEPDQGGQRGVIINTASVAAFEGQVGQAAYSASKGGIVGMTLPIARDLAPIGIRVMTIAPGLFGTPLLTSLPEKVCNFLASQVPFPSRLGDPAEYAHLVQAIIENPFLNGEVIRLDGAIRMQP
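Buffer 100 mM Tris-HCl pH 9.0/0.01% Tween-20; HADH2 20 nM; NAD+ 1 mM; beta-hydroxybutyryl-CoA 90 uM (all final). 15 min cpd preincubation, RT.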
Pol III holo inh = DNA polymerase III holoenzyme inhibition; reconstituted DNA polymerase III holoenzyme replication, biochemical; hit rate 0.25% among 71,000; Potency, µM (doses to about 57.1 µM), for inactives: at the highest dose activity change, negative = inhibition; also: potency is read from the fitted curve at half-maximal effect; % is scaled to controls: 0 for no effect and ±100 for the full control effect
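Reconstituted *E. coli* holoenzyme (0.35 nM Pol III, 1 nM beta, 154 nM SSB, 2 nM primase) was preincubated with compound for 15 min at RT. Synthesis on 1.4 nM ssM13Gori ran 35 min, then was stopped with PicoGreen/EDTA and read as dsDNA fluorescence.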
4MU fluor = 4-MU region autofluorescence; compound autofluorescence, 340/450 nm, 4-MU equivalents; stronger effect = higher value; max dye-equivalent concentration, M; hit rate 11% among 59,000; in the data active = max dye-equivalent concentration above about 10 nM; inconclusive = mostly about 1.1 nM to 9.6 nM
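Compounds in 100 mM Tris, pH 8.0, incubated 15 min at room temperature, then fluorescence read at 340 nm excitation/450 nm emission. Signal converted to 4-MU dye-equivalent concentration using an on-plate six-point 4-MU standard curve.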
Epigenetic mod = epigenetic GFP locus derepression in mouse cells; Potency, µM (highest dose often 46.1 µM), without a hit: top-dose GFP derepression (activation); mouse C127i GFP locus derepression, cytometry, 30 h; hit rate 0.09% among 68,000; also: % of control where 0% means no effect
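Locus derepression in mouse mammary C127i cells whose integrated CMV-GFP reporter is normally silent; GFP expression after 30 h compound treatment was quantified by counting fluorescent cells.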
ALOX15 inhib = blocks human 15-lipoxygenase activity. purified 15hLO-1, xylenol orange hydroperoxide absorbance. Potency, µM (titrated, usually from 57.1 µM), for inactives: top-dose activity change, negative = inhibition, actives largely listed as inhibitors. hit rate 1.4% among 74,000. AID 887; also: potency is read from the fitted curve at half-maximal effect; % is scaled to controls: 0 for no effect and ±100 for the full control effect; nearly all actives have a fitted effect of over 55% in size
Target sequence (P16050 whole entry, looked up): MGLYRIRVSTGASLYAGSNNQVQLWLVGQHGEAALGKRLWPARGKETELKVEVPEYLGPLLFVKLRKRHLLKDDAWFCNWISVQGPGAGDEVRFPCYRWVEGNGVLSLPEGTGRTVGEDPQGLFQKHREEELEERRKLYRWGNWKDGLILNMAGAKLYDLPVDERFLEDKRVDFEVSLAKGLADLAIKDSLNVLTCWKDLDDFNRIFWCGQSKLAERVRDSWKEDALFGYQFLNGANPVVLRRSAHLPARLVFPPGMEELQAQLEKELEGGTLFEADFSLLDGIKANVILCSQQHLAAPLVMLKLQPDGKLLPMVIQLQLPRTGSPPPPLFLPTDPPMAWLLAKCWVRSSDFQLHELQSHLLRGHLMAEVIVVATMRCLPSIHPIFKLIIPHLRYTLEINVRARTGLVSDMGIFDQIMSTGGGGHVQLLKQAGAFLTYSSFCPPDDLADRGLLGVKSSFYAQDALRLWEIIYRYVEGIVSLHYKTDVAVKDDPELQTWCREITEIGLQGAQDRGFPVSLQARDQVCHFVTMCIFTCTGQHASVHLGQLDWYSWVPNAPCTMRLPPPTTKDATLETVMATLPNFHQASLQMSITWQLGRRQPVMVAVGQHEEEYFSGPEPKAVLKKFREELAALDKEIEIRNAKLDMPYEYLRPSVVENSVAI
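Compounds were preincubated 15 min at room temperature with 40 nM purified human enzyme (25 mM Hepes pH 7.5, 0.01% Triton X-100); 50 uM arachidonic acid reacted 6 min. Fe-xylenol orange detection, 30 min, absorbance ratio 573/405 nm.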
Hsp90 Hop PPI = changes Hsp90-Hop TPR2A binding signal, up or down; AlphaScreen TPR2A-His6 binding biotin-Hsp90 C-terminal peptide; Potency, µM (titrated, usually from 57 µM), without a hit: at the top dose activity change, negative = inhibition; hit rate 0.44% among 71,000; AID 595; active = well fitted curve in either direction with a large enough effect; inconclusive = small, poorly fitted or top-dose-only effect, or another doubt; also: potency is read from the fitted curve at half-maximal effect; % is scaled to controls: 0 for no effect and ±100 for the full control effect; many of its hits are not listed in these tables
* marks the source's active call; other numbers are inactive results; i = inactive; ? = inconclusive; · = not tested or not shown; [ ] = another dose, or the depositor's remark. Unless noted, calls follow the shape of the dose curve; as a rule, active = well fitted curve in the direction sought with a large enough effect; inconclusive = small, poorly fitted or top-dose-only effect, or another doubt; inactive = no such curve, though single readings can be large; an effect the other way counts as inactive or inconclusive. An excerpt, so the mix of outcomes need not match the whole.

The line under a structure holds: HADH2 inhib | Epigenetic mod | Ub-GFP proteasome | Rhodamine autofl | TexasRed autofl | Fluorescein fluor | ALOX15 inhib | 4MU fluor | Hsp90 Hop PPI | Pol III holo inh | HBB splice mod
CCCCc1[nH]nc2c1C1(C(=O)N(CC)c3ccccc31)C(C#N)=C(N)O2 (stereo unspecified)
    7.5% | 0.0% | 3.5% | i | i | i | 6.5% | i | -4.3% | 1.4% | -1.8%[57.5 µM]
O=C(CCCSc1nc2ccccc2[nH]1)Nc1nnc(-c2ccccc2)o1
    -2.9% | -1.0% | 0.3% | i | ? | ? | 11.3% | i | -10.8% | -1.3% | 0.0%[57.5 µM]
CC1C(=O)CCC1(C(=O)O)c1ccccc1 (stereo unspecified)
    7.1% | 5.7% | -2.9% | i | i | ? | 6.6% | i | 0.1% | -2.9% | 1.5%
CCc1ccc(OCC(=O)NCCN(C)C)c(Br)c1
    12.8% | 0.0% | 10.7% | i | i | ? | -13.2% | i | 0.1% | -3.8% | -0.8%
CCc1cc2c(N[C@@H](C)C(=O)O)ncnc2s1
    8.6% | 10.3% | 1.6% | i | ? | i | 11.6% | i | -1.5% | -0.3% | 0.4%
CCOC(=O)C1=C(C)Nc2nc(C)nn2C1c1cc(OC)ccc1OC (stereo unspecified)
    -5.6% | -0.8% | -9.4% | · | · | · | 4.2% | · | -0.5% | 1.8% | 0.8%
C[N+](C)(N)Cc1nc(-c2ccc(Cl)cc2)no1
    0.8%[11.4 µM] | 0.0%[9.22 µM] | -7.1%[9.17 µM] | i | i | i | 9.3%[11.4 µM] | i | -0.5%[11 µM] | -9.0%[11.4 µM] | 2.2%[9.22 µM]
CC1CCN(C(=O)CCc2nc3cc(S(=O)(=O)N(C)C)ccc3n2C)CC1
    18.8% | -1.2% | -2.5% | i | i | ? | 15.6% | i | -4.5% | 0.0% | -3.8%
COC(=O)c1cc2sc(Cl)cc2n1CC(=O)Nc1ccc(OC)c(OC)c1OC
    -0.2% | 2.2% | -5.6% | i | i | i | -6.2% | i | -2.2% | 0.2% | 0.1%
Cc1ccsc1-c1nc(CSCC(=O)NCCN2CCCC2)c(C)o1
    ? | -1.2% | -16.0% | i | i | i | -8.5% | i | -6.8% | 2.0% | 0.1%
CCCn1nnnc1SCC(=O)NCc1cccs1
    23.0% | -1.0% | -1.9% | i | i | ? | ? | i | -1.9% | -5.8% | -1.4%
COc1ccc(CNc2ncncc2-c2ccccc2CN(C)C)c(OC)c1
    1.5% | 0.0%[9.22 µM] | -9.3% | i | i | ? | 11.7% | ? | -1.4% | -1.2% | -0.3%
CCOC(=O)c1oc2ccccc2c1NC(=O)c1ccc2c(c1)OCO2
    i | 2.9% | 1.6% | i | i | i | -0.1% | 2.96e-08M* | 4.0% | -2.4% | -1.3%
CCc1cc2c(=O)c(-c3cscn3)coc2cc1OC
    2.7% | 4.5% | 0.9% | i | i | i | 6.6% | i | 2.9% | -3.8% | 0.5%[57.5 µM]
CC1=CC(=O)C2=C(C)CC[C@@H]3[C@@H](OC(=O)[C@H]3C)[C@H]12
    6.4%[25.6 µM] | 0.0%[20.6 µM] | 4.3%[20.5 µM] | i | i | ? | 6.9%[25.6 µM] | i | -1.9%[26 µM] | 7.5%[25.6 µM] | -0.4%[20.6 µM]
Brc1ccc(-c2cnc3n2CCCC3)cc1
    · | -0.5%[20.6 µM] | · | i | i | i | · | i | · | · | ·
Nc1nc2ccc(N3CCOCC3)cc2s1
    -14.5% | 2.7% | 0.7% | i | ? | ? | ? | i | -7.7% | 3.9% | 0.8%
CC(C)c1ccc(NC(=O)C2C3C=CC4(CN(CCCN5CCOCC5)C(=O)C24)O3)cc1 (stereo unspecified)
    7.4% | -2.8% | 9.0% | i | i | i | 0.2% | ? | 1.4% | -1.6% | 1.9%
Cc1nc2scc(-c3ccco3)c2c(=O)n1/N=C/N(C)C
    -9.6% | -2.1% | · | i | i | ? | -12.4% | i | -6.2% | -2.0% | 3.6%[0.369 µM]
Cc1ccc2nc(-c3cccc(NC(=O)c4ccc5c(c4)OCCO5)c3)oc2c1
    ? | -1.3% | -5.2% | i | ? | i | -17.3% | i | -2.7% | 13.2% | ·
COc1ccc(S(=O)(=O)Nc2cccc(SC)c2)cc1OC
    5.5% | 1.3% | -15.4% | i | i | i | -2.5% | i | -2.6% | 1.0% | -0.3%
Nc1nc(CSc2ccccn2)nc(Nc2ccccc2)n1
    -6.9% | 0.0% | -2.0% | i | i | i | -3.8% | i | -5.9% | -2.0% | -1.2%
Cc1onc(-c2ccccc2Cl)c1C(N)=O
    ? | -2.3% | -0.2% | i | i | i | 3.2% | 1.4e-08M* | -2.4% | -12.7% | -1.5%
O=c1c(-c2cccs2)nc2cnc(Oc3ccccc3)nc2n1C1CC1
    38.7%[activator] | 2.7%[9.22 µM] | 5.8% | i | i | i | -26.8% | 3.09e-08M* | 20µM* | 20.3% | 3.8%
COc1cc(C)nc(Oc2ccc(=O)n(C)n2)n1
    · | -2.2%[20.6 µM] | · | i | i | ? | · | i | · | · | ·
Cc1nc2sc(C(c3cccs3)N3CCN(c4ccccc4)CC3)c(O)n2n1 (stereo unspecified)
    -6.6% | · | 10.3% | · | · | · | 36.3%[activator] | · | -13.2% | -10.5% | -0.3%
O=C1CC(SC(=NCc2ccc3c(c2)OCO3)Nc2ccccc2)C(=O)N1 (stereo unspecified)
    -1.1% | -3.3% | -4.3% | · | · | · | -0.5% | · | -4.8% | -2.4% | 0.3%
O=c1c2c3c(sc2n2cnnc2n1-c1ccccc1)N(Cc1ccccc1)CCC3
    -2.9% | 0.0% | 6.7% | i | i | ? | -25.6% | 1.06e-07M* | -16.5% | -7.9% | 1.4%
O=C(c1c(O)c2ccccc2oc1=O)C1CCC1
    11.0% | -1.1% | -2.6% | i | i | i | 3.1% | ? | -5.7% | -0.8% | -2.7%
COc1ccc(CCNC(=O)c2ccn[nH]2)cc1OC
    8.9% | 1.8% | -5.0% | i | ? | i | 3.9% | i | -5.0% | -4.3% | 1.0%
COC(=O)c1[nH]c2cccc(C)c2c1NC(=O)CN1CCCc2ccccc21
    -0.9% | 2.2% | -1.7% | i | i | i | -18.4% | i | -15.4% | 3.5% | -0.8%[0.369 µM]
COCc1nnc(NC(=O)CC(C)c2ccccc2)s1 (stereo unspecified)
    7.7% | 2.1% | 0.9% | i | i | i | -1.0% | i | -2.7% | -4.0% | 0.5%
COc1ccccc1C(=O)n1nc(-c2ccco2)nc1N
    -8.3% | -2.9% | -0.8% | i | ? | ? | -2.4% | i | -5.8% | -12.0% | -0.8%
CCC1(C)Nc2ccccc2C(=O)N1O (stereo unspecified)
    15.3% | 0.0% | -5.8% | i | i | i | 2.4% | 1.58e-08M* | -3.3% | 0.1% | 0.7%
CCOc1cc(N2C(=O)CC3CS(=O)(=O)CC32)c(OCC)cc1NC(=O)c1ccccc1 (stereo unspecified)
    7.0% | -1.4% | -9.0% | i | i | i | 10.5% | ? | 2.2% | -3.5% | 1.0%
Cc1ccc(C)c(NC(=O)CCN2CCOCC2)c1
    -7.0% | 0.0% | 2.7% | i | i | i | 4.7% | i | -3.0% | 0.2% | -1.8%
Cc1ccc(OCCC(=O)OCC(=O)C(C)(C)C)cc1
    -3.4% | -0.3% | -1.0% | i | i | ? | 0.5% | i | 13.3% | -5.2% | -0.6%
CCOC(=O)c1c(CN2CCCCC2)n(C)c2cc(Br)c(O)c(CN(C)C)c12
    3.8% | 0.0% | -7.4% | · | · | · | -11.1% | · | -8.7% | -1.9% | -1.2%
Cc1cc(Cl)c(S(=O)(=O)Nc2ccc3c(c2)OCCO3)cc1OCC(N)=O
    -5.7% | 2.9% | 3.7% | i | ? | i | 3.8% | i | 1.5% | -11.7% | -0.9%
COc1ccc(OC)c(NC(=O)C2CCCN(S(=O)(=O)c3cccc4cccnc34)C2)c1 (stereo unspecified)
    0.5% | -2.3% | -6.0% | · | · | · | 4.3% | · | ? | -1.5% | 0.0%
CCOC(=O)CN(C(=O)Cn1nnc(-c2ccc(C)cc2)n1)C(CC)C(=O)NC1CCCC1 (stereo unspecified)
    2.1% | 4.4% | -0.7% | i | i | i | -7.3% | i | 1.0% | -5.4% | ·
Cc1ccc2[nH]c(=O)c(C(c3nnnn3CCc3ccccc3)N3CCOCC3)cc2c1 (stereo unspecified)
    -8.4% | 3.3% | 0.9% | i | i | i | 14.4% | 3.62e-08M* | -4.1% | -6.2% | 0.1%[57.5 µM]
CCn1cc(C(=O)NCC2CCCO2)c(=O)c2cc(F)c(N3CCN(C)CC3)cc21 (stereo unspecified)
    · | 1.4%[20.6 µM] | · | i | i | i | · | ? | · | · | ·
